# Bioassay records deposited in PubChem BioAssay by The Scripps Research Institute Molecular Screening Center.
# MITF inh: MITF inhibitors, primary screen, biochemical, AlphaScreen, human; Microphthalmia-associated transcription factor (Homo sapiens), O75030; AlphaScreen MITF homodimerization, bead proximity signal; inhibition, % at 2.6 µM; 650,000 tested, 0.91% active; in the data active means inhibition above about 50%;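 further: 0% = vehicle wells with protein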
# FBW7 activator: FBW7 E3 ligase activators, primary screen, biochemical, AlphaScreen, human; normalized activity (activation), % at 26.1 µM; F-box/WD repeat-containing protein 7 (Homo sapiens), Q969H0; 650,000 tested, 0.13% active; AlphaScreen FBW7–phospho-cyclin E peptide binding, activator screen; AID 1259310, 2017; in the data active means normalized activity above about 1.9%;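 further: purified mutant Fbw7 with reduced substrate affinity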
# Target sequence (Q969H0 whole entry, looked up): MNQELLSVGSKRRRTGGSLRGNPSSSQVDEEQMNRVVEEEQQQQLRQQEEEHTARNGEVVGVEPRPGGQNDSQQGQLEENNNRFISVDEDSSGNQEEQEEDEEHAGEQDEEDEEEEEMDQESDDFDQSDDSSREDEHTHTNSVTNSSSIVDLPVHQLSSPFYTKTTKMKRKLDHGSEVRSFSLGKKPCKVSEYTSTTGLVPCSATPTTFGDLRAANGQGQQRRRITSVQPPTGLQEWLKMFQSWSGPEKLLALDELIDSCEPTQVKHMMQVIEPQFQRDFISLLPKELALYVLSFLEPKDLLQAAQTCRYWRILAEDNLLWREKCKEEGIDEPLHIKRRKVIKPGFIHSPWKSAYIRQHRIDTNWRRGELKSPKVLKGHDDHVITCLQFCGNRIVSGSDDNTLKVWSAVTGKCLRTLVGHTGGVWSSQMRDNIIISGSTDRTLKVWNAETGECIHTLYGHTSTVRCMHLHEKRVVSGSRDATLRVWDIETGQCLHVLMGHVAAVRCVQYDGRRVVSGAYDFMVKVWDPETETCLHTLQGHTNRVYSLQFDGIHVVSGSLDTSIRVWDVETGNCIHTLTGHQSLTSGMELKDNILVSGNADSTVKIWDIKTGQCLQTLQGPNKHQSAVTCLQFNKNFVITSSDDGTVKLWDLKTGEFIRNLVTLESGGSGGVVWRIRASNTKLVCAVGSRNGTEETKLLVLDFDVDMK
# GPR151 activ: activators of human GPR151, primary screen, cell-based, PathHunter beta-arrestin, luminescence; activation, % at 11.2 µM; 650,000 tested, 1% active; PathHunter beta-arrestin GPR151 cells; AID 1508602, 2020; in the data active means activation above about 4.9%;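 further: 0% = median of compound wells and 100% = cells with positive control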
# TEAD-YAP inh: TEAD-YAP interaction inhibition, primary screen, TEAD-YAP interaction inhibitor project, luminescence, HEK-TIYL cells; 640,000 tested, 1.4% active; AID 1259422, 2018; inhibition, % at 9.12 µM; TEAD-Gal4/YAP UAS-luciferase luminescence; in the data active means inhibition above about 32%;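 further: 0% = median of test compound wells and 100% = reference inhibitor wells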
# The depositor's hits bear a star; / = not tested or not shown.
# Value order – MITF inh | FBW7 activator | GPR151 activ | TEAD-YAP inh
- CCN1CCN(CCOc2ccccc2[N+](=O)[O-])CC1
 : 75* | -0.1 | -0.9 | 10
- N#C/C(=C\c1cccc(F)c1)c1nc(-c2cc3ccccc3oc2=O)cs1
 : -1 | 0.2 | 1.8 | 7
- O=C(CSc1nc2ccc([N+](=O)[O-])cc2s1)Nc1ccccc1C(F)(F)F
 : -1 | -0.3 | -0.4 | -3
- c1ccc(C2CCC(N3CCN(C4CC5CCC4C5)CC3)CC2)cc1 (stereo not given)
 : -9 | 0.0 | -0.1 | 3
- COCCSc1ccccc1C(=O)NCc1ccc(Cl)cc1
 : 8 | 0.0 | 3.8 | 12
- COc1ccc(/C=C2/N=C(c3cccc(OC)c3)OC2=O)cc1
 : 10 | 0.0 | 1.2 | -2
- Cc1nc2ccccc2c(Cl)c1CCC(=O)O
 : 8 | 0.3 | 1.1 | 1
- CCCCCOc1ccc(C2Oc3ccccc3C3CC(c4ccc(C)cc4)=NN32)cc1 (stereo not given)
 : -6 | -0.1 | 0.3 | -64
- CCOC(=O)c1ccc(Cn2c3cc([N+](=O)[O-])ccc3c3nn4cc(-c5ccc(OC)cc5)nc4nc32)o1
 : -7 | 0.1 | 0.5 | -1
- CCC(C)OC(=O)C1=C(C)NC(=O)NC1c1cccc(Oc2ccccc2)c1 (stereo not given)
 : 8 | -0.1 | 0.5 | -23
- Cc1ccc(C(=O)O)cc1N1CCCC1=O
 : -6 | -0.1 | -0.4 | -11
- CCCS(=O)(=O)Nc1cc(S(=O)(=O)N2CCOCC2)ccc1OC
 : -16 | -0.1 | 0.6 | 2
- COC(=O)c1ccc(NC(=O)C(C)N(c2ccc(Cl)cc2)S(C)(=O)=O)cc1 (stereo not given)
 : -13 | 0.3 | 1.5 | -28
- CC(=O)NCCNC(=O)c1cccc(NC2=NC3CS(=O)(=O)CC3S2)c1 (stereo not given)
 : -4 | -0.1 | 0.5 | 0
- Cc1ccc2[nH]c(=O)c(CC(=O)NN)c(-c3ccccc3)c2c1
 : 24 | 0.6 | 0.5 | 11
- O=C1c2ccccc2C(=O)N1CC(O)Cn1c2ccccc2c2ccccc21 (stereo not given)
 : 22 | 0.3 | -0.7 | 6
- CCOC(=O)Cn1c(=O)oc2cc(S(=O)(=O)N3CCCC3)ccc21
 : -6 | -0.2 | -0.6 | 1
- CN(Cc1ccccc1)C(=O)C1CCN(S(C)(=O)=O)CC1
 : -3 | 0.1 | 0.5 | -4
- COC(=O)C1=C(C)NC(=O)NC1c1sccc1C (stereo not given)
 : 6 | 0.1 | -0.5 | -20
- Cc1ccc(SCC(=O)N/N=C/c2ccco2)cc1
 : -7 | 0.0 | -0.6 | 2
- CC#CCN1C(=O)NC(CCc2ccccc2)(C2CCN(Cc3ccncc3)CC2)C1=O (stereo not given)
 : 4 | -0.1 | -0.9 | 9
- Cc1ccc(S(=O)(=O)NCc2ccc(/C=C(/C#N)C(=O)NCc3cccnc3)o2)cc1
 : -5 | 0.9 | -0.9 | 15
- CCCOc1c(I)cc(C(=O)NC)cc1OC
 : -26 | 0.2 | -0.7 | 5
- COc1ccc(CN2C[C@@H]3C[C@@H](c4csc(C(C)=O)c4)N4CCC[C@@]34C2=O)cc1
 : -6 | 0.1 | -1.1 | -3
- Cc1ccc(N(CC(=O)Nc2cccc(F)c2)S(=O)(=O)c2cccs2)cc1
 : -4 | -0.1 | 0.2 | 1
- O=C(COc1ccc(Br)cc1CO)Nc1ccccc1F
 : 13 | -0.2 | -0.2 | -64
- CCN(CC)CCCNC(=O)c1c(Cl)cccc1Cl
 : -1 | -0.2 | 2.2 | 2
- Cc1ccc(Nc2nc(Cl)c(Cl)c(SC(F)(F)F)c2Cl)cc1
 : 10 | 0.0 | 1.8 | -3
- NC(=O)c1cccc(-c2cnc3c(NCc4cccs4)nccn23)c1
 : -8 | 0.0 | -0.1 | -65
- CC1=CCC2C(=O)N(c3ccc(C(=O)OCC(=O)c4ccc(Br)cc4)cc3)C(=O)C2C1 (stereo not given)
 : -8 | 0.0 | -0.1 | -4
- O=C(CC1CCCC1)Nc1cccc(N2CCC(NCc3cnc4ccccn34)CC2)c1
 : 6 | 0.2 | -0.9 | 17
- Cc1ccc2sc(N(Cc3ccncc3)C(=O)Cc3ccc(F)cc3)nc2c1C
 : 14 | 0.7 | -2.9 | 6
- CCNC(=O)COC(=O)CNC(=O)c1ccc(OCC)cc1
 : 4 | 0.1 | -0.4 | 3
- Cc1nccn1-c1ccc(NC(=O)C2CCCN(Cc3ccn[nH]3)C2)cc1 (stereo not given)
 : 13 | 0.2 | 2.0 | 2
- O=C(CCN1CCOCC1)Nc1cccc(Br)c1
 : 2 | -0.2 | 4.7 | -4
- COc1ccc(/C=N/NC(=O)C(=O)Nc2ccccc2)c(OC)c1
 : 15 | 0.3 | -1.9 | 9
- CN1CCSc2ccc(C(=O)NC3CCN(Cc4ccccc4)CC3)cc21
 : 6 | 0.5 | 3.1 | 6
- COc1ccccc1-c1cc(C(=O)N2CCCCC2)no1
 : 7 | 0.3 | -0.4 | -77
- COc1cc(/C=C/C(=O)Nc2ccccc2C(N)=O)ccc1OCc1ccccc1
 : 2 | 0.1 | -0.7 | 19
- O=C(COc1ccccc1[N+](=O)[O-])Nc1ccc2c(c1)OCO2
 : 3 | 0.7 | 0.2 | -73
- O=[N+]([O-])c1ccc(O)c(C=NCCN=Cc2cc([N+](=O)[O-])ccc2O)c1
 : 3 | -0.1 | -1.3 | 2
- O=C(Cc1ccsc1)N1CCC[C@H](Cn2nc(-c3cccs3)ccc2=O)C1
 : 7 | 0.0 | 1.0 | 4
- O=C1CC(=O)Nc2cc(S(=O)(=O)N3CCC(Cc4ccccc4)CC3)ccc2N1
 : 2 | -0.1 | 0.0 | 2
- O=C(NCc1ccc2c(c1)OCO2)c1cc(S(=O)(=O)N2CCCCC2)c[nH]1
 : -16 | -0.2 | 0.2 | -2
- CN1CCN(C(=O)c2cnn(-c3ccccc3)c2NC(=O)c2ccco2)CC1
 : 9 | 0.0 | 0.3 | 2
- CCOC(=O)CN(C)C1CCC(=O)N(Cc2ccc(F)c(F)c2)CC1 (stereo not given)
 : -4 | 0.0 | 1.4 | -12
- O=C(Nc1ccc(N2CCCCC2)cc1)c1cc([N+](=O)[O-])ccc1N1CCOCC1
 : 11 | -0.1 | 0.2 | 7
- Cc1ccc(N2C(=O)CSC2c2cccc([N+](=O)[O-])c2)cc1 (stereo not given)
 : -7 | -0.2 | 2.5 | -4
- O=c1oc2ccccc2c(O)c1C=Nc1cccc([N+](=O)[O-])c1
 : 0 | 0.2 | 0.8 | -2
- O=C(Cc1ccc(NS(=O)(=O)Cc2ccccc2)cc1)N1CCCC1
 : -13 | -0.1 | -0.7 | 3
- Cc1ccc(NC(=O)CSc2n[nH]c(C)n2)cc1
 : 2 | 0.0 | 2.3 | 13
- COC(=O)c1c(C)[nH]c(C(=O)CSc2nnnn2-c2ccccc2)c1C
 : -4 | 0.0 | -0.2 | 2
- CCN(CC)S(=O)(=O)c1cccc(N2C(=O)CCC2=O)c1
 : 1 | 0.0 | -0.7 | -7
- Cc1ccc(N2C(=O)c3ccc(C(=O)OCC(=O)c4ccccc4)cc3C2=O)c(C)c1
 : 5 | -0.1 | 0.5 | 10
- Cc1c(NC(=O)Cc2ccc(Cl)cc2)c(=O)n(-c2ccccc2)n1C
 : -23 | 0.0 | 0.3 | 16
- COc1ccc(C2NC(=S)NC(C)=C2C(=O)Nc2ccccc2OC)cc1 (stereo not given)
 : -16 | -0.1 | 1.5 | 9
- COc1ccc(OC)c(C(=O)C2COC(=O)C2)c1 (stereo not given)
 : -5 | 0.2 | 0.6 | 5
- Cc1ccc(NC(=O)CSCC(=O)Nc2ccccc2)cc1
 : 4 | -0.1 | -0.6 | 4
- C/C(=N\NC(=O)c1ccccc1Br)c1ccccc1
 : 15 | 0.5 | -0.3 | -18
- COc1ccc(NC(=O)C(C(F)(F)F)(C(F)(F)F)C(F)(F)F)cc1
 : -6 | -0.2 | -2.6 | -52

# Record cards, from the list above. Screens in order: MITF inh | FBW7 activator | GPR151 activ | TEAD-YAP inh
# O=C(Cc1ccc(NS(=O)(=O)Cc2ccccc2)cc1)N1CCCC1 is entered as -13 | -0.1 | -0.7 | 3
# CCN(CC)S(=O)(=O)c1cccc(N2C(=O)CCC2=O)c1 is entered as 1 | 0.0 | -0.7 | -7
# O=C1CC(=O)Nc2cc(S(=O)(=O)N3CCC(Cc4ccccc4)CC3)ccc2N1 is entered as 2 | -0.1 | 0.0 | 2

# Remaining list, next part.
# Value order – MITF inh | FBW7 activator | GPR151 activ | TEAD-YAP inh
- CC(C)=C1C2CCC1C1C(=O)N(c3cccc(C(F)(F)F)c3)C(=O)C21 (stereo not given)
 : 3 | -0.1 | -1.4 | 1
- Cc1cccc(N(CC(=O)Nc2ccccc2F)S(C)(=O)=O)c1C
 : -33 | -0.2 | -0.1 | 3
- C[C@H]1C[C@H]2[C@@H]3CCC4=CC(=O)C=C[C@]4(C)[C@@]3(F)[C@@H](O)C[C@]2(C)[C@@]1(O)C(=O)CO
 : -11 | -0.1 | 1.3 | /
- O=C(N/N=C/c1ccc(-c2cccc(Cl)c2)o1)c1ccccn1
 : 19 | 0.2 | -0.5 | -26
- COc1ccc(-n2cnc(/N=C/N(C)C)c2C(=O)c2cccc([N+](=O)[O-])c2)cc1
 : -3 | 0.0 | 2.9 | -10
- COc1cccc(NC(=O)c2cc(C)nn2-c2ccccc2)c1
 : 10 | -0.1 | 0.2 | -5
- CCCc1nnc(NC(=O)CSc2nnc(C)s2)s1
 : -6 | -0.1 | 0.2 | 5
- CCC1SC(CC)C(=O)N(CC(=O)Nc2cc(OC)ccc2OC)C1=O (stereo not given)
 : 17 | 1.1 | -1.2 | 4
- CCCCN(C)CCCN(Cc1cccs1)C(=S)Nc1ccc(Cl)cc1
 : 9 | 0.0 | 0.8 | -2
- c1ccc(-n2cnc3c(Nc4ccc(N5CCOCC5)cc4)nc(-c4csc5ccccc45)nc32)cc1
 : 9 | 0.1 | -0.7 | 2
- CCc1nnc(NC(=O)CSc2ccc(C)cc2)s1
 : -12 | 0.3 | 0.3 | 3
- CC(=O)Nc1nnc(SCc2c(C)cc(C)cc2C)s1
 : -4 | 0.1 | -1.6 | -1
- O=C(Cn1cnc2c(oc3ccccc32)c1=O)NCC1CCCO1 (stereo not given)
 : 6 | 0.5 | -1.3 | 7
- Cc1nnn(-c2nonc2N)c1C(=O)N/N=C/c1ccc([N+](=O)[O-])cc1
 : -16 | 0.4 | 2.9 | -9
- O=C(NCc1ccccc1Cl)C1CCC(Cn2c(=O)[nH]c3ccsc3c2=O)CC1 (stereo not given)
 : 10 | 0.0 | 0.0 | 6
- Cc1cccc(C(=O)N2CCN3C(=O)[C@H](Cc4ccc(O)cc4)NC(=O)[C@H]3C2)c1
 : 2 | -0.2 | -0.4 | -3
- COC(=O)c1c(OCCc2ccccn2)cc(=O)n2c1CCN(Cc1ccccc1C)CC2
 : 7 | 0.0 | 0.3 | -26
- COC(=O)c1sccc1NC(=O)/C=C/c1ccc(C)cc1
 : 12 | 0.2 | -1.7 | -30
- NC(=O)c1ccc(-n2c(SCC(=O)Nc3nccs3)nc3ccsc3c2=O)cc1
 : 5 | -0.1 | -0.6 | -8

# 4 of these compounds, set out differently.
compound,MITF inh,FBW7 activator,GPR151 activ,TEAD-YAP inh
O=C(Cn1cnc2c(oc3ccccc32)c1=O)NCC1CCCO1 (stereo not given),6,0.5,-1.3,7
COc1ccc(-n2cnc(/N=C/N(C)C)c2C(=O)c2cccc([N+](=O)[O-])c2)cc1,-3,0.0,2.9,-10
C[C@H]1C[C@H]2[C@@H]3CCC4=CC(=O)C=C[C@]4(C)[C@@]3(F)[C@@H](O)C[C@]2(C)[C@@]1(O)C(=O)CO,-11,-0.1,1.3,/
COc1cccc(NC(=O)c2cc(C)nn2-c2ccccc2)c1,10,-0.1,0.2,-5

# Seven of the compounds above, with bars between the fields:
Structure | MITF inh | FBW7 activator | GPR151 activ | TEAD-YAP inh
COC(=O)C1=C(C)NC(=O)NC1c1sccc1C (stereo not given) | 6 | 0.1 | -0.5 | -20
CCC(C)OC(=O)C1=C(C)NC(=O)NC1c1cccc(Oc2ccccc2)c1 (stereo not given) | 8 | -0.1 | 0.5 | -23
CC1=CCC2C(=O)N(c3ccc(C(=O)OCC(=O)c4ccc(Br)cc4)cc3)C(=O)C2C1 (stereo not given) | -8 | 0.0 | -0.1 | -4
Cc1ccc(N2C(=O)c3ccc(C(=O)OCC(=O)c4ccccc4)cc3C2=O)c(C)c1 | 5 | -0.1 | 0.5 | 10
COC(=O)c1c(OCCc2ccccn2)cc(=O)n2c1CCN(Cc1ccccc1C)CC2 | 7 | 0.0 | 0.3 | -26
COc1cc(/C=C/C(=O)Nc2ccccc2C(N)=O)ccc1OCc1ccccc1 | 2 | 0.1 | -0.7 | 19
COC(=O)c1ccc(NC(=O)C(C)N(c2ccc(Cl)cc2)S(C)(=O)=O)cc1 (stereo not given) | -13 | 0.3 | 1.5 | -28
